# GAA glycogen mod = GAA glycogen-cleavage inhibition or activation | P10253 | recombinant GAA, glycogen substrate, Amplex Red glucose oxidase fluorescence | Potency, µM (series often up to 76.4 µM), without a hit: top-dose activity change, negative = inhibition, hits mostly inhibitors | actives 0.38% (n = 300,000) | AID 2100; active means well fitted inhibition curve with a large enough effect; inconclusive means small, poorly fitted or top-dose-only effect, or another doubt; inactive means no such curve, though single readings can be large or run the other way;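 further: 0% = full enzyme reaction and -100% = no-enzyme basal signal; the screen sought inhibitors and activators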
#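 Recombinant human enzyme (4 nM); glycogen substrate; 37 C, 40 min, pH 5.0. Readout: coupled glucose oxidase/Amplex Red fluorescence.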
# * = called active by the depositor; ? = inconclusive; [ ] = remark or other dose. Potency means the concentration at half of the fitted maximal effect. A portion of the library (hit frequency here may not be typical).
Molecule,GAA glycogen mod
O=C(O)CSCC(=O)N1CCCN(c2nccc(C(F)(F)F)n2)CC1,-8.9%
CCOC(=O)C(C)(C)Sc1nc2c(cnn2-c2ccc(F)cc2)c(=O)[nH]1,2.4%
Cc1onc(-c2ccccc2)c1C(=O)N1CCN(S(=O)(=O)c2ccccc2C(F)(F)F)CC1,4.1%
COc1ccc(/C=C2\Oc3cc(OCC(=O)N4CCC[C@H]4CO)ccc3C2=O)c(OC)c1,-4.8%[76.3 µM]
COc1ccccc1C(=O)Nc1cc2c(cc1C(=O)O)OCCCO2,-5.5%
CCn1c(Oc2ccccc2)nc2c1c(=O)n(C)c(=O)n2C,6.4%[76.3 µM]
COc1cccc(NC(=O)NCCN2CCCCC2)c1,-0.4%[76.3 µM]
O=C(C1CCC1)N1CCN(c2ccccc2)CC1,-0.9%[76.3 µM]
O=C(O)CCC(=O)N1N=C(c2ccc(Br)cc2)CC1c1ccc(Br)cc1 (stereo not drawn),3.7%[76.3 µM]
CC(C)C(NC(=O)CN1C(=O)c2cccc3cccc1c23)C(C)C,13.6%[76.3 µM]
O=C(COc1ccccc1)Nc1nnc(COc2ccccc2)s1,-5.0%[76.3 µM]
CC(C)c1ccc(NC(=S)N2CCN(S(=O)(=O)c3ccccc3)CC2)cc1,-14.4%[76.3 µM]

# (listing goes on)
Molecule,GAA glycogen mod
COc1ccc(OC)c(S(=O)(=O)Nc2cc3c(cc2N2CCCC2)n(C)c(=O)c(=O)n3C)c1,-4.5%[76.3 µM]
COc1ccc(NC(=O)CCN2C(=O)c3cccc([N+](=O)[O-])c3C2=O)cc1,21.2%[76.3 µM]
O=C(NCc1cnc2ccccn12)C1CCC(=O)N(Cc2cccc(F)c2)C1 (stereo not drawn),1.0%[76.3 µM]
Cc1ccc(S(=O)(=O)Nc2nc3ccc(N)cc3s2)cc1,?
Nc1nc(-c2cc3c(cc2Cl)OCCO3)cs1,1.6%[76.3 µM]
Cc1cc(=O)oc2cc(NC(=O)c3ccccc3C(=O)O)ccc12,-1.1%
COCCNC(=O)/C(C#N)=C/c1c(N2CCCCCC2)nc2ccccn2c1=O,6.4%
Cn1c(CNC(=O)CCNC(=O)c2ccc(Br)cc2)cc(=O)n(C)c1=O,-19.1%[76.3 µM]
CCCC1(c2ccccc2)NC(=O)N(CC(=O)Nc2cc(OC)cc(OC)c2)C1=O (stereo not drawn),-0.5%
CCOc1cccc(C(=O)N2CCCN(C)CC2)c1,-10.9%[76.3 µM]
COc1ccc(NC(=O)CSc2nnc(-c3cccc(O)c3)o2)cc1,11.9%
COc1ccccc1N(C(=O)c1ccco1)C(C(=O)NC1CCCC1)c1ccc(N2CCOCC2)cc1 (stereo not drawn),1.3%

# 4 compounds picked at random from those above:
Molecule,GAA glycogen mod
CCCC1(c2ccccc2)NC(=O)N(CC(=O)Nc2cc(OC)cc(OC)c2)C1=O (stereo not drawn),-0.5%
COCCNC(=O)/C(C#N)=C/c1c(N2CCCCCC2)nc2ccccn2c1=O,6.4%
CCOc1cccc(C(=O)N2CCCN(C)CC2)c1,-10.9%[76.3 µM]
O=C(NCc1cnc2ccccn12)C1CCC(=O)N(Cc2cccc(F)c2)C1 (stereo not drawn),1.0%[76.3 µM]

# (listing goes on)
Molecule,GAA glycogen mod
O=C(N/C(=C\c1ccc([N+](=O)[O-])cc1)C(=O)N1CCCCC1)c1ccc(Br)o1,-11.2%[76.3 µM]
COC(=O)c1ccc(COc2ccc(C#N)cc2)o1,2.5%[76.3 µM]
Nc1cc(Cl)ccc1Nc1ccncc1,-10.5%
CC(C)CCn1c(COc2ccccc2)nn(CCC#N)c1=S,-0.3%
Cc1ccc(Cl)cc1NC(=S)Nn1cnnc1,-0.2%[76.3 µM]
CCN(CC)C(=O)COc1ccc2c(-c3ccccc3)cc(=O)oc2c1,-3.2%[76.3 µM]
CC1CCN(C(=O)C2CCN(S(=O)(=O)c3ccc4c(c3)CC(C)N4C(=O)C3CC3)CC2)CC1 (stereo not drawn),0.1%[76.3 µM]
O=C(N/N=C/c1cccc2ccccc12)c1cccnc1,-18.3%
COCCn1c(=NC(=O)CCS(=O)(=O)c2ccccc2)sc2cc(C(=O)OC)ccc21,-14.7%[76.3 µM]
Oc1c(Br)cc(Br)cc1CNc1nccs1,-1.3%
CN1C(=O)c2ccc(C(=O)Nc3cccnc3)cc2C1=O,1.9%[76.3 µM]
O=C(c1ccc(OC2CCN(C/C=C/c3ccc(F)cc3)CC2)cc1)N1CCCCC1,-5.8%[76.3 µM]

# Next entries:
Molecule,GAA glycogen mod
COC(=O)c1sccc1NC(=O)Nc1cccc(OC)c1,-14.2%[76.3 µM]
Cc1ccc(NC(=O)COCC(=O)Nc2ccc(C)cc2)cc1,4.9%[76.3 µM]
COc1ccc(C)cc1Nc1n[n+](-c2ccccc2)c(-c2c(Cl)cccc2Cl)s1,-0.9%[76.3 µM]
CC(C)CNC(=O)c1nn(Cc2ccccc2)c(=O)c2ccccc12,-1.2%[76.3 µM]
Cc1cccc(C(=O)NCC(=O)N2CCOCC2)c1,-1.9%[76.3 µM]
C=CCOc1ccccc1CN1CCC(Cc2ccccc2)CC1,0.2%[76.3 µM]
O=C(CN(C(=O)c1csnn1)c1ccc(F)c(Cl)c1)NCc1ccc2c(c1)OCO2,-4.1%[76.3 µM]
O=S(=O)(c1ccc(F)cc1)N1CCN(CC2CC3C=CC2C3)CC1 (stereo not drawn),-13.4%
CC(=O)c1ccc(NC(=O)CCS(=O)(=O)c2ccc3c(c2)n(C)c(=O)c(=O)n3C)cc1,-7.1%[76.3 µM]
COc1cccc(CC(=O)Nc2ccc3c(c2)CCC3)c1,-12.2%
CCc1ccc(OCC(=O)N2CC(C(=O)OC)Oc3ccccc32)cc1 (stereo not drawn),2.9%
COc1ccc(S(=O)(=O)NCC(=O)N(CC2CCCO2)C(C(=O)NC2CCCC2)C(C)C)cc1 (stereo not drawn),-3.4%[76.3 µM]

# New compounds follow.
Molecule,GAA glycogen mod
O=C(CSc1nnc(COc2ccc(F)cc2)o1)N1CCCCC1,2.8%
CC(C)c1ccc(NC2CCCN(C(=O)CN3CCOC3=O)C2)cc1 (stereo not drawn),0.1%[76.3 µM]
O=C(O)c1ccccc1SCc1csc(-c2ccccc2)n1,0.7%
CCCn1c(SCC(=O)NC2CC2)nnc1-c1cccs1,-2.4%[76.3 µM]
O=C(c1cc([N+](=O)[O-])ccc1Cl)N1CCN(Cc2ccccc2)CC1,-3.0%[76.3 µM]
CCOCCCNC(=S)N1CCN(c2nc(-c3ccccc3)cs2)CC1,4.0%[76.3 µM]
CCN(CC(=O)NCc1ccc(F)cc1)C(=O)C1CC1C (stereo not drawn),3.0%[76.3 µM]
CCOc1ccccc1C(=O)N/N=C/c1ccoc1,-5.5%[76.3 µM]
CC(C)NC(=O)NC(=O)CN1c2cccc3cccc(c23)S1(=O)=O,-6.3%
CC(=O)c1ccccc1Oc1ncnc(N)c1[N+](=O)[O-],-4.5%
CC(C)C(=O)N1CCN(c2ccccc2NC(=O)c2cccc3ccccc23)CC1,-9.9%[76.3 µM]
COc1ccc(Cl)cc1NC(=O)C/C(C)=N/NC(=O)c1ccc(O)cc1,1.6%[76.3 µM]

# Sorted by the number under GAA glycogen mod (high to low): three of the compounds above.
molecule	GAA glycogen mod
CCOC(=O)C(C)(C)Sc1nc2c(cnn2-c2ccc(F)cc2)c(=O)[nH]1	2.4%
O=C(O)c1ccccc1SCc1csc(-c2ccccc2)n1	0.7%
Nc1cc(Cl)ccc1Nc1ccncc1	-10.5%

# (cont.)
Molecule,GAA glycogen mod
CC(C)(C)C1COc2ccccc2N1C(=O)c1cccc(Cl)c1 (stereo not drawn),-3.0%
Cn1c(SCc2cccc(F)c2)nnc1-c1ccncc1,0.3%
CC(C)(C)OC(=O)N1CCCN(C(=O)Nc2ccc(OC(F)(F)F)cc2)CC1,5.7%
C#CCOc1ccccc1CNC1CCN(Cc2ccccc2)CC1,-9.2%
Cc1nc(N/N=C/c2cccc(F)c2)cc(N2CCOCC2)n1,-32.7%[76.3 µM]
CSc1nc(N)c2c3c(sc2n1)CN(C)CC3,1.9%
CCOC(=O)c1nn(-c2ccc(Cl)cc2C)ccc1=O,0.6%[76.3 µM]
Cc1cc(C)cc(C(=O)NC(CC(N)=O)c2ccc(N3CCN(C)CC3)c([N+](=O)[O-])c2)c1 (stereo not drawn),0.7%[76.3 µM]
C=CCSc1ncccc1C(=O)NCCc1ccc(Cl)cc1,-11.3%
CCCCNC(=O)CCn1nc(-c2ccc(C)cc2)c2ccccc2c1=O,-7.9%
COc1ccccc1-c1coc2c(CN3C(C)CCCC3C)c(O)ccc2c1=O (stereo not drawn),0.8%[76.3 µM]
CCC(Sc1nnc(-c2ccco2)n1C)C(=O)Nc1nnc(C)s1 (stereo not drawn),-5.2%

# (list continues)
Molecule,GAA glycogen mod
O=C(NCC1CCN(Cc2ccc(F)cc2)CC1)Nc1cc(F)ccc1F,-7.2%
Clc1cccc(CNCC2CCCO2)c1Cl (stereo not drawn),3.8%[76.3 µM]
O=c1[nH]c2ccc(S(=O)(=O)Nc3ccc(Br)cc3)cc2[nH]1,-0.2%[76.3 µM]
CCS(=O)(=O)N1CCC(C(=O)Nc2ccc3c(c2)CCC3)CC1,-1.2%[76.3 µM]
COc1ccc(C)cc1N(CC(=O)Nc1ccc(S(=O)(=O)N2CCCC2)cc1)S(C)(=O)=O,-2.4%[76.3 µM]
CCCCN(C)C(=O)Cn1nc(-c2ccc(Cl)cc2)ccc1=O,7.4%
O=C(NCc1ccccc1F)C1CCCN(C(=O)Nc2ccccc2)C1 (stereo not drawn),-0.3%
Cn1c(C(=O)N2CCC(C(N)=O)CC2)cc2cc(Cl)ccc21,-0.1%[76.3 µM]
COc1cc(/C=C2\SC(=S)N(NC(=O)c3ccc(O)cc3)C2=O)ccc1O,2.1%
CCOC(=O)C1CCN(C(=O)CN2C(=O)c3cccnc3Oc3ccccc32)CC1,-6.1%[76.3 µM]
Cc1ccccc1NC(=O)c1ccc(C)c(S(=O)(=O)NCc2cccnc2)c1,-6.8%[76.3 µM]
O=C(NC1CCCCC1)NC1C2CC3CC(C2)CC1C3 (stereo not drawn),-1.8%[76.3 µM]

# More compounds:
Molecule,GAA glycogen mod
Nc1nc2c(-c3ccc(Br)cc3)nnn2c2ccccc12,4.9%
CN(Cc1ccccc1)C(=O)c1cc(S(=O)(=O)N2CCOCC2)cn1C,-15.5%[76.3 µM]
COc1ccc(NCc2ccc(OC)c(Cn3ccnc3)c2)c(OC)c1,7.03µM*
Cc1ccc([N+](=O)[O-])cc1S(=O)(=O)NCC1COc2ccccc2O1 (stereo not drawn),2.6%[76.3 µM]
CN(C)CCNc1nc2c(c(=O)[nH]c(=O)n2C)n1CCOc1ccccc1,-1.2%
O=C(CN1CCC(NC(=O)Nc2ccccc2)CC1)Nc1cccc([N+](=O)[O-])c1,-5.3%
O=C(CN1CCN(c2ccccc2)CC1)NCc1ccc(F)cc1,-0.6%
Cc1cc(OCC(=O)Nc2cc(C(C)(C)C)on2)ccc1[N+](=O)[O-],1.8%[76.3 µM]
COc1ccc(-n2c(SCC(=O)Nc3cc(C)on3)nc3c([nH]c4ccccc43)c2=O)cc1OC,1.1%[76.3 µM]
CC(C)c1ccc2[nH]c3c(c2c1)[C@@H]1CCN2C(=O)CCC[C@H](C3)[C@H]12,10.4%[76.3 µM]
O=C(CN1CCN(S(=O)(=O)/C=C/c2ccccc2)CC1)NCC(F)(F)F,0.6%[76.3 µM]
COc1ccccc1-n1cc(-c2ccc(C)cc2)[nH]c1=S,-26.0%

# (more compounds)
Molecule,GAA glycogen mod
Cc1c(CC(=O)N2CCC(C(N)=O)CC2)c(=O)oc2cc3c(cc12)CCC1(CCCCC1)O3,17.0%[76.3 µM]
CC1CCN(C(=O)c2[nH]cnc2C(=O)NCC(=O)OCc2ccccc2)CC1,-6.7%[76.3 µM]
Cc1cccc(NC(=O)C(Cc2ccccc2)c2nn[nH]n2)c1C (stereo not drawn),-3.4%[76.3 µM]
CCOc1ccc(NC(=O)CCC(=O)NNC(=O)c2ccc(Br)o2)cc1,3.0%
O=C(CN1CCC(NC(=O)C2CC2)CC1)Nc1ccccc1[N+](=O)[O-],6.2%
COc1cccc(CNc2nccs2)c1O,?
COc1ccc(C(=O)N2CCc3cc4c(cc3C2C)OCCCO4)cc1 (stereo not drawn),14.8%[76.3 µM]
O=C(Nc1ccccc1Cl)c1cc[n+]([O-])cc1,-6.5%[76.3 µM]
NC(=O)c1ccc(Nc2ccc3nonc3c2[N+](=O)[O-])cc1,-4.1%[76.3 µM]
Cc1cc(C)c(NC(=O)c2ccc3c(c2)C(=O)N(Cc2cccnc2)C3=O)c(C)c1,-11.3%[76.3 µM]
Cn1c(=O)n(CC(N)=O)c(=O)c2c1nc(Br)n2Cc1ccccc1,13.4%[76.3 µM]
Cn1c(=O)[nH]c(=O)c2c1nc1n2CC(O)CN1c1ccccc1 (stereo not drawn),-3.1%

# (next part)
Molecule,GAA glycogen mod
Cc1ccc(-c2nn(CCC(=O)NC(C)C)c(=O)c3ccccc23)cc1,-0.2%
CS(=O)(=O)N(CC(=O)N1CCCC1)Cc1ccc(Cl)c(Cl)c1,0.7%[76.3 µM]
Cc1coc2cc3oc(=O)c(CCC(=O)NCCCn4ccnc4)c(C)c3cc12,-5.3%[76.3 µM]
COc1cccc(CN2CC(C(=O)N(C)Cc3nc(C)cs3)CCC2=O)c1 (stereo not drawn),-0.3%[76.3 µM]
CCCOc1ccc(NC(=O)CCC(=O)NC(C)c2ccccc2)cc1 (stereo not drawn),-7.0%[76.3 µM]
OC(Cn1cnnc1)c1ccccc1 (stereo not drawn),2.1%
CC1(C)c2[nH]c3ccccc3c2C[C@H]2C(=O)N(CCCCCO)CC(=O)N21,-1.3%

# Source: PubChem
